Bioassay records: PubChem, Broad Institute
FN deposit inh – fibronectin deposition inhibition. inhibition, % at 12.6 µM. AH1F fibroblasts, Alexa488-fibronectin deposition fluorescence, overnight. AID 743247. 0.086% of 350,000 active;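 active means mean inhibition across replicates of 30% or more, regardless of how many single replicates reach that level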;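 further: positive control wells lacked labelled fibronectin entirely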
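Material: AH1F fibroblast monolayer depositing Alexa488-labelled fibronectin into matrix | Input: 10000 AH1F cells/well | Medium: DMEM plus 2% serum, read in PBS | Reagent: Alexa488-fibronectin, 24 nM final in well | Compound dosing: One dose per compound, pinned | Schedule: 1 h adhesion, overnight exposure | Measured by: Fluorescence at 485 nm excitation, 525 nm emission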
LGR2 inh – inhibitors of bursicon-induced Drosophila LGR2 receptor cAMP signaling; 0.35% of 380,000 active; HEK293 LGR2, CRE-luciferase, bursicon-stimulated, 4 h; AID 720647; inhibition, % at 9.99 µM;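 active means drop in luminescence signal, shown as inhibition above about 50% in the replicate tests, limit read from the data, passing the limit was not always enough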;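 further: agonist challenge used bursicon conditioned medium at about half maximal strength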
PGC1a acetyl inh – lowers PGC1a acetylation signal in U2OS cells; AlphaScreen anti-acetyl-lysine; with virally co-expressed GCN5 acetyltransferase; inhibition, % at 15.6 µM; 0.17% of 350,000 active;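 active means every replicate shows inhibition of at least 40%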;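 further: 0% = neutral control wells and 100% = positive control wells; some results beyond the cut were filed as inactive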
PAX8 reporter – PAX8 transcriptional activity inhibition. AID 652154. RMG-I TPO-luciferase reporter, SteadyGlo, 24 h. 1.2% of 360,000 active. inhibition, % at 12.6 µM;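 active means mean replicate inhibition at least 60% with every replicate also reaching 60%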;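 further: luciferase light reporting Pax8 driven TPO promoter activity; plate controls were median of neutral control wells for no effect and mitoxantrone controls for full effect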
ERAP1 inh – blocks human ERAP1 aminopeptidase activity; Q9NZ08; recombinant ERAP1, Leu-AMC fluorescence, 60 min; inhibition, % at 10.7 µM; 0.15% of 340,000 active; AID 652197;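 active means mean replicate inhibition of at least 30%, or all replicates individually reaching that 30% level; inactive means mean below 30% and not every replicate reaching it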;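 further: 0% = neutral control wells and 100% = L-leucinethiol positive control wells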
S100A4 inh HTS – blocks human S100A4 binding to myosin IIA peptide; inhibition, % at 10.7 µM; 0.14% of 360,000 active; S100A4/TAMRA-MyoIIA peptide fluorescence polarization;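 active means mean inhibition of at least 70% across replicates, with every replicate also reaching that level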
Target sequence (P26447 whole entry, looked up): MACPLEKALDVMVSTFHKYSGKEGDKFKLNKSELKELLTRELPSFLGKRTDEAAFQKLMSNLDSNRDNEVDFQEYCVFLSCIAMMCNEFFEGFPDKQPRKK
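System – human S100A4 monomer protein, biochemical binding assay · Buffer or medium – Calcium-containing HEPES buffer, pH 7.2 · Timing – 5 min between mix addition and reading · Also added – TAMRA-labelled myosin IIA heavy-chain peptide probe, 5 nM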
PglD DTNB – PglD (C. jejuni) enzyme inhibition | inhibition, % at 12.5 µM | purified PglD enzyme, DTNB colorimetric CoA detection | 0.098% of 360,000 active; in the data active means inhibition above about 16%, passing the limit was not always enough; further: strong numbers were not always called active
EWS-Fli block – inhibitors of EWS/Fli oncoprotein transcriptional activity | A673 NR0B1-luciferase reporter, viability-normalised | inhibition, % at 12.6 µM | 0.67% of 350,000 active;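 active means mean inhibition of at least 50% after viability correction, with every replicate also passing that limit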;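 further: firefly luciferase signal divided by Alamar Blue viability fluorescence both relative to DMSO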
* hit, by the source's call; . = no result given.

entry	smiles	PAX8 reporter	PGC1a acetyl inh	LGR2 inh	ERAP1 inh	PglD DTNB	EWS-Fli block	FN deposit inh	S100A4 inh HTS
1	CCO[C@@H]1OC(C(=O)N2CCOCC2)=C[C@H](c2coc3ccccc3c2=O)[C@H]1CCCO	-9	.	3	.	-3	3	16	28
2	Cc1ccc(S(=O)(=O)Nc2ccccc2-c2ccccc2)cc1	11	-27	.	.	4	.	10	.
3	CC(=O)c1cc(N2CCC(C(=O)O)CC2)ccc1[N+](=O)[O-]	-49	8	0	5	.	1	-5	-3
4	CO[C@@H]1CN(C)C(=O)c2ccc(NS(=O)(=O)c3cccc(F)c3)cc2OC[C@H](C)N(C(=O)Cc2cccnc2)C[C@@H]1C	-3	4	5	-3	-4	6	6	1
5	COc1ccc(NS(=O)(=O)c2ccc3c(c2)N(C(C)=O)CC(C)S3)c(OC)c1 (centres undefined)	13	-1	8	-3	3	.	-3	0
6	COc1ccc(N2CCN(CC(=O)c3c[nH]c4ccccc34)CC2)cc1	16	-4	-3	0	5	9	5	13
7	N#CC(c1ccc(Cl)cc1)(c1ncc(C(F)(F)F)cc1Cl)N1CCOCC1 (centres undefined)	.	4	14	.	2	.	6	.
8	CNC(=O)C[C@H]1CC[C@@H]2[C@@H](COc3ccc(NC(=O)c4cscn4)cc3C(=O)N2C)O1	-19	-8	5	.	1	-6	1	.
9	COc1ccc(N(CC(=O)N2CCN(C)CC2)S(=O)(=O)c2cc(C)ccc2OC)cc1Cl	.	15	11	-3	4	-3	2	3
10	COc1ccccc1NC(=O)C1CCCCN1S(=O)(=O)c1ccc(F)cc1 (centres undefined)	4	-11	.	.	-6	.	0	.
11	CC(=O)c1cc(-c2ccccc2)n(CCC(=O)NC2CCC(C)CC2)c1C (centres undefined)	-20	-2	-28	.	-4	.	1	.
12	CN(C)C(=O)[C@@H]1N[C@@H]2c3ccc(-c4ccc(F)cc4)c(=O)n3C[C@@H]2[C@H]1CO	.	.	10	.	16	1	.	-49
13	O=C(c1nc2ccccn2c1CNCCCn1ncc2ccccc21)N1CCOCC1	-1	.	-17	0	.	9	.	-3
14	CCCCCc1cc(=O)oc2c(C(CCN3CCCCC3)c3ccc(OC)cc3)c(OC)cc(OC)c12 (centres undefined)	66*	.	.	1	-5	8	1	-5
15	CCn1c(COc2ccc(=O)n(-c3ccccc3)n2)nnc1SC	-10	0	16	-4	.	-17	.	1
16	CCCC(=O)Nc1c(-c2ccccc2)c(=O)c(C)nn1-c1ccc(Cl)cc1	-15	.	16	0	.	8	-2	0
17	CCc1nc2c(OCc3cccc(OC)c3)cccn2c1N(C)C(=O)C(C)C	8	18	-29	-3	5	-8	.	2
18	O=C(Nc1ccon1)Nc1cccc(Cl)c1Cl	-8	2	11	3	1	-12	5	-1
19	Nc1nnnn1/N=C/c1cccs1	.	.	-5	2	-4	-13	.	1
20	CC(C)NC(=O)N(C)C[C@@H]1Oc2ncc(C#CC3CCCC3)cc2C(=O)N([C@H](C)CO)C[C@H]1C	-10	1	5	0	-4	-2	-14	15

Sorted by number of heavy atoms (lowest first): part of the list above.
entry	smiles	PAX8 reporter	PGC1a acetyl inh	LGR2 inh	ERAP1 inh	PglD DTNB	EWS-Fli block	FN deposit inh	S100A4 inh HTS
19	Nc1nnnn1/N=C/c1cccs1	.	.	-5	2	-4	-13	.	1
18	O=C(Nc1ccon1)Nc1cccc(Cl)c1Cl	-8	2	11	3	1	-12	5	-1
3	CC(=O)c1cc(N2CCC(C(=O)O)CC2)ccc1[N+](=O)[O-]	-49	8	0	5	.	1	-5	-3
15	CCn1c(COc2ccc(=O)n(-c3ccccc3)n2)nnc1SC	-10	0	16	-4	.	-17	.	1
16	CCCC(=O)Nc1c(-c2ccccc2)c(=O)c(C)nn1-c1ccc(Cl)cc1	-15	.	16	0	.	8	-2	0
8	CNC(=O)C[C@H]1CC[C@@H]2[C@@H](COc3ccc(NC(=O)c4cscn4)cc3C(=O)N2C)O1	-19	-8	5	.	1	-6	1	.
1	CCO[C@@H]1OC(C(=O)N2CCOCC2)=C[C@H](c2coc3ccccc3c2=O)[C@H]1CCCO	-9	.	3	.	-3	3	16	28
20	CC(C)NC(=O)N(C)C[C@@H]1Oc2ncc(C#CC3CCCC3)cc2C(=O)N([C@H](C)CO)C[C@H]1C	-10	1	5	0	-4	-2	-14	15
14	CCCCCc1cc(=O)oc2c(C(CCN3CCCCC3)c3ccc(OC)cc3)c(OC)cc(OC)c12 (centres undefined)	66*	.	.	1	-5	8	1	-5
4	CO[C@@H]1CN(C)C(=O)c2ccc(NS(=O)(=O)c3cccc(F)c3)cc2OC[C@H](C)N(C(=O)Cc2cccnc2)C[C@@H]1C	-3	4	5	-3	-4	6	6	1

Other compounds follow:
entry	smiles	PAX8 reporter	PGC1a acetyl inh	LGR2 inh	ERAP1 inh	PglD DTNB	EWS-Fli block	FN deposit inh	S100A4 inh HTS
21	Cc1cc(NC(=O)COC(=O)C2CCN(C(=O)c3ccc(Cl)cc3)CC2)no1	-3	-2	.	.	-5	.	-7	.
22	CCCC(=O)Nc1ccc2c(c1)OC[C@H](C)N(C(=O)c1ccncc1)C[C@H](C)[C@H](OC)CN(C)C2=O	2	8	-7	0	2	-2	-2	1
23	CCCCN(C(=O)Cn1ncc(Cl)c(Cl)c1=O)c1c(N)n(CC(C)C)c(=O)[nH]c1=O	.	-3	-19	-2	-2	.	.	-2
24	Cc1cc(C)nc(NS(=O)(=O)c2ccc(NC(=O)CSc3ncn[nH]3)cc2)n1	0	8	24	0	.	-2	17	6
25	Cc1ccc(NC(=O)N2CCN(C)CC2)cc1NC(=O)N1CCN(C)CC1	-3	2	0	-3	-1	-10	-3	0
26	C[C@@H]1CCCCO[C@H](CN(C)S(=O)(=O)c2cn(C)cn2)[C@@H](C)CN([C@@H](C)CO)C(=O)c2cc(NC(=O)Cc3ccccc3)ccc2O1	-13	6	-1	.	1	-1	.	.
27	C[C@H](CO)N1C[C@H](C)[C@@H](CN(C)Cc2ccc3c(c2)OCO3)Oc2ncc(/C=C/c3ccccc3)cc2C1=O	.	-41	-2	0	-4	19	6	4
28	COc1ccc(CN2C(=O)c3ccccc3C2=O)cc1C(=O)Nc1ccccc1N1CCOCC1	11	-4	.	4	.	9	13	-11
29	CCN(CC)CCNc1cccc2sc3ccccc3c(=O)c12	44	1	.	2	-2	0	3	-2
30	CC(C)(C)c1cc[n+](C2=C([O-])c3ccccc3C(=O)/C2=N\S(=O)(=O)c2ccccc2)cc1	16	2	3	3	5	3	-4	-1
31	Cn1cc2ccc([N+](=O)[O-])cc2n1	26	5	-8	5	.	2	0	-5
32	CO[C@@H]1CN(C)C(=O)c2ccc(NS(=O)(=O)c3ccc(Cl)cc3)cc2OC[C@H](C)N(C)C[C@@H]1C	1	17	-5	-5	-5	5	-9	0
